# CASP6 VEID inh = human caspase-6 inhibitors, primary screen, biochemical, VEID-R110 fluorescence, single point, set 2; 0.53% of 350,000 active; P55212; purified caspase-6, Z-VEID-R110 cleavage fluorescence; AID 686996, 2013; inhibition, % at 12.5 µM;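 active means mean inhibition across replicates at least about 35%, with every replicate also reaching that limit, limit read from the data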;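 further: 0% = median of neutral control wells and 100% = no fluorescence left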
# Target sequence (P55212 24-179 limits assumed): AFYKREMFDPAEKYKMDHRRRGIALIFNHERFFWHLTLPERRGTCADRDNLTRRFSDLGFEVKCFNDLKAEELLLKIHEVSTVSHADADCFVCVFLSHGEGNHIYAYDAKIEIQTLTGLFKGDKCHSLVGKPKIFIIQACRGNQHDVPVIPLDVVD
# Target sequence (P55212 194-293 limits assumed): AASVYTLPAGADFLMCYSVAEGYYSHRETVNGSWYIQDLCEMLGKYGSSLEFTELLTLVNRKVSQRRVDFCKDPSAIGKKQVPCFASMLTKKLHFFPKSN
# S100A4 inh HTS = inhibitors of S100A4-myosin IIA peptide binding, primary screen, biochemical, fluorescence polarization, TAMRA-MyoIIA peptide | AID 652163, 2013 | 0.14% of 360,000 active | Protein S100-A4 (Homo sapiens), P26447 | inhibition, % at 10.7 µM;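 active means mean inhibition of at least 70% across replicates, with every replicate also reaching that level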
# Target sequence (P26447 whole entry, looked up): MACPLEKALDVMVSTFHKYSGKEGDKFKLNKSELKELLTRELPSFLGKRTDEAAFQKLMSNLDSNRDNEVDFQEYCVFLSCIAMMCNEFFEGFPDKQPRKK
#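 Material: S100A4 monomer protein | Medium: HEPES pH 7.2 with CaCl2, KCl, NaCl, DTT, Triton | Reagent: Labelled myosin peptide probe, 5 nM | Doses: One dose per compound | Times: 5 min incubation before reading | Benchmarks: Neutral control DMSO, positive control TFP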
# C2C12 statin = suppressors of statin myotoxicity in C2C12 myotubes, primary screen, cell-based, single point, plate reader; C2C12 myotubes + simvastatin, ATP luminescence, 48 h; scaled: DMSO 0, geranylgeraniol control 100; rescue of ATP level, % at 7.49 µM; 0.78% of 330,000 active;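 active means mean ATP rescue above about 67%, or every replicate alone reaching that limit, limit read from the data, passing the limit was not always enough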;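 further: myotubes were challenged with 10 µM simvastatin during compound exposure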
# esBAF inh = Bmi1 luciferase reporter increase in mESCs, primary screen, esBAF inhibitor project, mouse ES cells, Bmi1 luciferase knock-in, single point; 24 h; 100% = twice the neutral-well signal; reporter increase, % at 12.5 µM; 2% of 350,000 active; in the data active means activation above about 40%;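 further: 0% = median of the plate's neutral control wells and 100% = double that signal; a rise in the Bmi1 reporter signal indicates esBAF inhibition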
# SIRT5 inh = SIRT5 desuccinylase inhibitors, primary screen, biochemical, fluorescence imaging, single point, set 5; NAD-dependent protein deacylase sirtuin-5, mitochondrial (Homo sapiens), Q9NXA8; Purified SirT5, succinyl-peptide AMC, trypsin-coupled fluorescence; inhibition, % at 15 µM; 1.1% of 330,000 active; in the data active means inhibition above about 15%
# Target sequence (Q9NXA8 whole entry, looked up): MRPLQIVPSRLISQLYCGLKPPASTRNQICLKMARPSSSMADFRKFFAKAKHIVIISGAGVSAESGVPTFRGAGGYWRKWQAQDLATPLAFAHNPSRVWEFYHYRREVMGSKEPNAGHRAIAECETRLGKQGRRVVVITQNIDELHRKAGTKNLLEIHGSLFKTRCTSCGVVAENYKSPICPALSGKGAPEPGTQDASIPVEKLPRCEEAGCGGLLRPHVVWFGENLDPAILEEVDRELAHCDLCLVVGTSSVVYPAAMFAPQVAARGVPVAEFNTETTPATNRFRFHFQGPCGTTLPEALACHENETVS
# FN deposit inh = inhibitors of fibronectin matrix deposition, primary screen, AH1F cells, Alexa488-fibronectin fluorescence, plate reader; AH1F fibroblasts, overnight; AID 743247, 2014; 0.086% of 350,000 active; inhibition, % at 12.6 µM;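 active means mean inhibition across replicates of 30% or more, regardless of how many single replicates reach that level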;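 further: positive control wells lacked labelled fibronectin entirely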
#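 Schedule: 1 h cell adhesion before compound, then overnight fibronectin incubation; test system: AH1F fibroblast monolayer depositing Alexa488-labelled fibronectin into matrix; quantity: 10000 AH1F cells per well; probe or stimulus: fluorescent fibronectin at 24 nM final; signal: fluorescence, ex 485 nm, em 525 nm; evaluation: percent inhibition as loss of matrix-bound fibronectin fluorescence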
# LGR2 antag = inhibitors of bursicon-induced LGR2 CRE-luciferase signal, primary screen, cell-based, HEK293, CRE-luciferase reporter, bursicon stimulation. Drosophila bursicon receptor LGR2 (rickets). inhibition, % at 9.99 µM. 0.35% of 380,000 active. bursicon-stimulated, 4 h;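 active means drop in luminescence signal, shown as inhibition above about 50% in the replicate tests, limit read from the data, passing the limit was not always enough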;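 further: agonist challenge used bursicon conditioned medium at about half maximal strength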
# * = called active by the depositor; · = not tested or not shown; & = joins results of further samples. These rows are one share of the data (hit frequency here may not be typical).
SMILES,CASP6 VEID inh,S100A4 inh HTS,C2C12 statin,esBAF inh,SIRT5 inh,FN deposit inh,LGR2 antag
CSc1nnc(C)c(/C=C/Nc2ccc(F)cc2F)n1,21,-4,8,0,3,·,6
CCN(CC)S(=O)(=O)c1ccc(NC(=O)COC(=O)CNC(=O)C2CCCCC2)cc1,8,0,-2,-3,-2,-4,14
C[C@@H]1CN([C@@H](C)CO)C(=O)c2cc(Br)cnc2O[C@H]1CN(C)C(=O)CCN1CCCCC1,2&1,-3&-11,-10,-2,-4&1,2&-3,6&4
COc1ccc(N(CC(=O)Nc2ccccc2C(=O)NCc2ccco2)S(C)(=O)=O)cc1,5,3,7,-2,1,·,-19
O=C(Nc1ccccc1Cl)N1CCN(c2ccccn2)CC1,-2,2,-3,6,-6,-7,9
CC(=O)NCC(=O)NNC1CC(=O)N(c2cccc(Cl)c2)C1=O (stereo not drawn),-7,-3,·,·,0,5,-7
COc1ccc(NC(=O)N2C[C@H](O)COC[C@H]3O[C@@H](CC(=O)NCc4ccccc4OC)CC[C@@H]32)cc1,1,-22,-4,4,1,0,-2
Cc1ccc(C)c(N(CC(=O)NC2CCCC2)C(=O)c2oc(C(C)(C)C)cc2C)c1,0,-3,-26,10,14,·,48
COc1ccc(-c2ccc3c(c2)O[C@H](CN(C)CC2CC2)[C@H](C)CN([C@@H](C)CO)S3(=O)=O)cc1,·,·,-2,-1,·,·,14
O=C(CCC(=O)N1CCN(S(=O)(=O)c2ccc3ccccc3c2)CC1)NCC(F)(F)F,-2,-18,-5,-6,1,0,0
Cc1noc(C)c1S(=O)(=O)Nc1cccc2c1O[C@H](CN(C)CC1CC1)[C@H](C)CN([C@H](C)CO)C2=O,-3,11,-3,-4,0,·,-2
Cc1c(CN2CCN(c3cccc(C(F)(F)F)c3)CC2)c(=O)n(-c2ccccc2)n1C,·,·,42,4,·,1,·
O=C(NC1CCCCCC1)c1cccc(S(=O)(=O)N2CCOCC2)c1,0,3,3,7,-5,-4,-13
C[C@@H](NC(=O)C[C@H]1CC[C@H]2[C@@H](COC[C@H](O)CN2C)O1)c1ccccc1,-2,9,-16,7,-2,-4,-4
Cn1c(=O)c(Sc2ccccc2)c(O)c2ccccc21,-5,-4,·,·,0,7,13
O=C(NC1CCCCC1)OC1CC2CC1[C@H]1CCCCN1C2=O (stereo partly drawn),0,-3,·,·,-5,-2,16
O=C(NCC[C@H]1CC[C@@H](NC(=O)C2CCCCC2)[C@H](CO)O1)c1cnccn1,0,8,-2,0,1,-11,-10
COc1cccc(-c2ccc(C3[C@H]4CNC[C@@H]3N4Cc3nccs3)cc2)c1 (stereo partly drawn),0,-10,·,·,-2,-4&0,-4&-19
CCCCn1c(N)c(N(CC(C)C)C(=O)c2oc3ccc(Br)cc3c2C)c(=O)[nH]c1=O,2,1,·,·,1,-1,7
CCCC(=O)Nc1ccc2c(c1)OC[C@@H](C)N(Cc1ccncc1)C[C@@H](C)[C@H](OC)CN(C)C2=O,-4,3,2,2,0,-1,-9
COc1cc(OC)c(OC)cc1CN1CCN(Cc2cccc(F)c2)CC1,-1,1,4,-6,2,-3,19
O=C1CCN(C(=S)NCc2ccccc2)CC1,6,0,8,-1,-4,8,-7
CC(C)OCCCNc1ncc2c(n1)CC(c1ccccc1)CC2=O (stereo not drawn),3,-4,·,·,1,-21,-26
COc1ccc(NC(C)=O)cc1NC(=O)c1ccc2ccccc2c1,3,0,-12,3,3,10,-4

# Ordered by the number under S100A4 inh HTS (largest number first): four from the list above
mol | S100A4 inh HTS
C[C@@H](NC(=O)C[C@H]1CC[C@H]2[C@@H](COC[C@H](O)CN2C)O1)c1ccccc1 | 9
CCCC(=O)Nc1ccc2c(c1)OC[C@@H](C)N(Cc1ccncc1)C[C@@H](C)[C@H](OC)CN(C)C2=O | 3
COc1cc(OC)c(OC)cc1CN1CCN(Cc2cccc(F)c2)CC1 | 1
O=C1CCN(C(=S)NCc2ccccc2)CC1 | 0

# (listing goes on)
SMILES,CASP6 VEID inh,S100A4 inh HTS,C2C12 statin,esBAF inh,SIRT5 inh,FN deposit inh,LGR2 antag
O=C1C=C(c2ccc(C(=O)O)cc2)C[C@@H](c2ccc(F)cc2)C1,6,-2,1,45*,11,-4,·
C=CCn1c(SCC(=O)Nc2ccc(NC(=O)c3ccco3)c(OC)c2)nnc1-c1ccncc1,·,·,-16,-6,·,-9,·
O=C(Nc1ccc(F)cc1)N1CCCCN2[C@H](CO)[C@@H](c3ccc(C4=CCCCC4)cc3)[C@H]2C1,2,10,·,·,2,·,1
O=S1OCCN1c1ccccc1 (stereo not drawn),2,-22,9,-5,0,-2,5
CC(C)(C)c1nc(SCC(=O)Nc2ccc3c(c2)OCCO3)c2ccccc2n1,3,4,-9,4,-7,·,16
CC12CCC3C(CCC4CC(O)CCC43C)C1CC(=O)C2 (stereo not drawn),-12,1,0,2,4,-1,5
CC1=C/C(=N\NC(=O)c2ccc(O)cc2)CC1,3,0,7,7,-2,·,2
CCOC(=O)Cn1nc(C)n(-c2ccc(Br)cc2)c1=O,0,-2,·,·,1,15,-3
C=CCOC(=O)Nc1nc(CCNC(=O)OCc2ccccc2)c(C(=O)O)s1,0,2,·,·,-5,12,-14
O=C(C[C@H]1CC[C@H]2[C@@H](COC[C@H](O)CN2CC2CCOCC2)O1)NCC1CCCCC1,1,-3,16,-3,-5,-5,-11
Cc1cc(OCC(=O)N(C)Cc2ccccc2)cc(C)c1Cl,3,-37,9,7,-2,4,-7
COCCNC(=O)C(OC(=O)c1ccco1)c1ccccc1F (stereo not drawn),-1,-2,0,-3,-3,0,2
CC=Cc1ccc2n(c1=O)C[C@H]1[C@H](CO)[C@@H](C(=O)NCCC)[C@@H]2N1C(=O)c1ccccc1F (mixture of isomers),-1,24,-13,2,-10,·,0
CCOc1ccc(C(C)=O)cc1N1C(=O)C2C3C=CC(C3)C2C1=O (stereo not drawn),28,0,1,3,3,·,·
Cc1cc(C)cc(C(=O)Nc2ccc(NC(=O)c3cccs3)cc2)c1,-7,3,·,·,-1,·,-3
Cn1c(=O)oc2cc(S(=O)(=O)Nc3ccc(F)cc3)ccc21,1,5,-5,2,-2,-12,14
CCN(CC)CCCNC(=O)CCC(=O)Nc1ccc2nc(N3CCC(C)CC3)cc(C)c2c1,-22,-23,2,5,4,2,-15
Cc1ccc(CN2CCC(n3nccc3NC(=O)CCCc3ccccc3)CC2)o1,-2,-3,9,4,-3,-7,4
O=C(NCc1ccc(F)cc1)[C@H]1C[C@H]2C(=O)N[C@@H](Cc3ccccc3)C(=O)N2[C@H]1c1ccc(O)cc1,-1,0,·,·,2,·,·
CC(=O)Nc1ccc(-n2nnnc2SCC(=O)NC2CCCC2)cc1,·,-1,-4,-8,-1,5,5
CCC(C(=O)NC(C)(C)C)n1c(C(c2ccccc2)c2ccccc2)nc2ccccc21 (stereo not drawn),1,-1,·,·,-5,-4,5
Cc1ccc(O)c(C(=O)c2cnc3onc(-c4ccc(F)cc4)c3c2)c1,-4,-1,·,·,-5,6,3
N#CCCN1CCN(S(=O)(=O)c2ccc(S(=O)(=O)N3CCOCC3)cc2)CC1,-2,0,9,3,·,2,0
COc1ccc(C(C)NC(=O)CCc2ccccc2)cc1 (stereo not drawn),2,-3,10,-5,3,-3,0

# Part of the list above, with tabs:
SMILES	CASP6 VEID inh	S100A4 inh HTS	C2C12 statin	esBAF inh	SIRT5 inh	FN deposit inh	LGR2 antag
Cc1ccc(CN2CCC(n3nccc3NC(=O)CCCc3ccccc3)CC2)o1	-2	-3	9	4	-3	-7	4
O=C(NCc1ccc(F)cc1)[C@H]1C[C@H]2C(=O)N[C@@H](Cc3ccccc3)C(=O)N2[C@H]1c1ccc(O)cc1	-1	0	·	·	2	·	·
CC(=O)Nc1ccc(-n2nnnc2SCC(=O)NC2CCCC2)cc1	·	-1	-4	-8	-1	5	5
CCC(C(=O)NC(C)(C)C)n1c(C(c2ccccc2)c2ccccc2)nc2ccccc21 (stereo not drawn)	1	-1	·	·	-5	-4	5

# Additional structures follow.
SMILES,CASP6 VEID inh,S100A4 inh HTS,C2C12 statin,esBAF inh,SIRT5 inh,FN deposit inh,LGR2 antag
COc1ccc(N(C)C(=O)Cc2c(C(=O)O)[nH]c3ccccc23)cc1,3,0,6,-15,4,2,·
COc1ccccc1CN1C(=O)C(=O)N(Cc2cccc(C)c2)C1=O,3,2,4,-8,3,-4,8
Oc1ccc(Cl)cc1C=NN1CCCCCC1,-2,-1,-5,66*,-4,-10,-146
CCC(C)(C(=O)NC1CCCCC1)N(C(=O)C1CCC(=O)N1)c1ccccc1 (stereo not drawn),·,·,6,-9,·,-6,·
CCc1ccc(NC(=O)C(=O)NCC2CCCN2S(=O)(=O)c2ccccc2)cc1 (stereo not drawn),5,-7,-3,5,0,5,7
Cc1ccc(/C=C2/Sc3ccc(C(=O)NCc4ccccn4)cc3NC2=O)cc1,2,0,0,1,1,-3,-9
CCCNC(=O)N1CC2(CCN(C(=O)CN(C)C)CC2)c2c(n(C)c3cc(OC)ccc23)[C@H]1CO,-2,5,·,·,1,·,-9
Cc1noc(C)c1NC(=O)N[C@H]1C=C[C@H](CC(=O)Nc2ccccc2)O[C@H]1CO,-1,-11,0,-2,7,·,-1
COc1ccc(NC(=O)CN(C)C(=O)c2ccc(N3CCCCCC3)c([N+](=O)[O-])c2)cc1,3,-3,-35,2,1,-2,5
CC(C)CC#Cc1cnc2c(c1)C(=O)N([C@H](C)CO)C[C@H](C)[C@@H](CN(C)C(=O)C1CCCCC1)O2,3,-2,6,-3,·,-4,-13
C[C@H](CO)N1C[C@H](C)[C@@H](CN(C)C(=O)C2CC2)Oc2cc(-c3ccc(F)cc3)ccc2S1(=O)=O,·,·,-31,11,·,5,-1
CS(=O)(=O)Nc1ccc2c(c1)[C@@H]1C[C@H](CC(=O)N3CCCCC3)O[C@H](CO)[C@@H]1O2,·,·,3,1,·,-15,0
O=C(CCCC(=O)Nc1cccc(Br)c1)N/N=C/c1cc([N+](=O)[O-])ccc1O,-3,2,2,0,0,19,22
CN(C)S(=O)(=O)c1ccc(C(=O)NCc2nnc(SCC(=O)N3CCCCCC3)o2)cc1,-2,-1,10,-8,4,-8,8
COCC(=O)N1CCC2(CC1)CN(Cc1cc(F)ccc1F)[C@H](CO)c1c2c2ccc(OC)cc2n1C,2,2,·,·,1,-10,7
O=C(NC1CCCC1)C(c1ccccc1F)N(C(=O)Cc1cccs1)c1ccc2c(c1)OCCO2 (stereo not drawn),4,0,2,-1,2,15,-6
COc1c(C)cc(Br)cc1C(=O)NC(=S)NCc1ccco1,-4,-7,·,·,-2,-5,12
C/C(=N\Nc1ccc(S(N)(=O)=O)cc1[N+](=O)[O-])c1ccc2c(c1)OCO2,-1,0,0,5,-3,-3,15
CCCCn1nnnc1C(c1ccccc1)N1CCN(C(=O)c2ccco2)CC1 (stereo not drawn),-4,-10,·,·,-2,0,2
C/C(=N\NC(=O)c1nc2ccccn2c1C)c1ccco1,2,-1,·,·,2,-11,-9
CC(=O)NC(=C(Cl)Cl)S(=O)(=O)c1ccccc1,18,4,·,·,-3,-4,26
C[C@@H]1CN([C@H](C)CO)C(=O)c2cc(NC(=O)Nc3ccc(C(F)(F)F)cc3)ccc2O[C@@H]1CN(C)S(=O)(=O)c1ccc(F)cc1,1,-2,-66,3,7,·,17
COc1ccc(Br)c2oc(SC)cc(=O)c12,-1,-2,20,2,·,5,-3
COc1ccc(-n2c(=O)c3ccccc3c3ccccc3c2=O)c(OC)c1,-2,6,·,·,-2,2,·
C[C@H](CO)N1C[C@H](C)[C@H](CN(C)CC2CCOCC2)Oc2ncc(Br)cc2C1=O,-4,-20,29,-4,-1,1,-1

# Assay outcomes as filed in PubChem BioAssay.
